From PubChem
Hsp70 displacement – Hsp70 inhibitors, probe displacement, primary screen, biochemical, fluorescence polarization (AID 583); Heat shock 70 kDa protein 1A (Homo sapiens); Hsp70 fluorescence polarization probe displacement, mP; higher % means a stronger effect; 140,000 tested, 0.06% active; displacement, % at 20 µM, or IC50 in µM where a hit was titrated; in the data active means displacement above about 50%;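 further: plate controls were vehicle for no effect and reference ligand for full effect; a part of the inactive calls stands beside numbers as strong as those of hits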
Rat MKP-3 inhibitors – MKP-3 phosphatase inhibitors, primary screen, biochemical, rat enzyme, in vitro (AID 425); Dual specificity protein phosphatase 6 (Rattus norvegicus); recombinant MKP-3 phosphatase activity, fluorescence; higher % means a stronger effect; inhibition, % at 20 µM, or IC50 in µM where a hit was titrated; 110,000 tested, 0.17% active; in the data active means inhibition above about 50%;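 further: plate controls were vehicle for no effect and reference inhibitor for full effect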
* marks the source's active call; other numbers are inactive results; x = no result given.

Values run as follows: Hsp70 displacement | Rat MKP-3 inhibitors
COc1ccc(C)cc1S(=O)(=O)N(C)CC(N)=O
  0.7% | 2%
Cc1cc(NC(=O)Cc2cccs2)nn1CC(=O)NCc1ccco1
  -0.3% | -8%
C/C(=N\N=C1\NC(=O)C(CC(=O)Nc2ccccc2)S1)c1ccc([N+](=O)[O-])cc1 (stereo not drawn)
  -2.7% | 4%
COC(=O)c1cc(CN2CCN(c3ccccc3C)CC2)ccc1O
  -1.8% | x
CC(=O)Nc1nc(C)nc(-c2ccccc2)c1C(C)=O
  -1.2% | -13%
CCn1c(SCC(=O)c2ccccc2)nc2c(c1=O)SC(C)C2 (stereo not drawn)
  1.0% | x
O=C1CCCN1CCC1CCN(C(=S)Nc2ccc(F)cc2)CC1
  -2.5% | x
COc1cccc2cc(C(=O)N(C)C3CCN(C)CC3)c(=O)oc12
  -3.6% | 4%
COc1ccc(/C=N/n2c(SC)nnc(C(C)(C)C)c2=O)cc1
  4.2% | x
O=C(Cn1nnc(-c2ccc(Cl)cc2)n1)NC1CCN(Cc2ccccc2)CC1
  0.9% | -15%
O=C(Nc1ccc(F)cc1)c1cc(S(=O)(=O)N2CCCCC2)cs1
  x | -11%
O=C(CN1C(=O)c2ccccc2C1=O)NCc1ccccn1
  4.8% | 0%
Cc1ccc(N=Cc2cc(C)n(C3CCCC3)c2C)cc1
  -3.1% | x
CN(C)c1ccc(/C=N/Nc2ccc(C(F)(F)F)cn2)cc1
  -0.2% | 1%
Cc1cccc(-c2nnc(-c3ccco3)o2)c1
  0.4% | 0%
C=CCOC(=O)C1=C(C)NC2=C(C(=O)CC(C)(C)C2)C1c1ccccc1Cl (stereo not drawn)
  7.5% | 1%
CCOC(=O)Cc1csc(NC(=O)CN(C)S(=O)(=O)c2ccc3c(c2)CCC(=O)N3)n1
  0.5% | -2%
COc1ccccc1CN1C(=O)c2ccncc2C1=O
  6.3% | 7%
CCOC(=O)/C(C(=O)Nc1ccc(Cl)cc1Cl)=C1\NC(C)(C)Cc2ccccc21
  0.7% | 0%
COc1cc(NC(=O)c2cccc(Br)c2)c(C(=O)O)cc1OC
  -2.9% | 6%
O=C(NCc1ccc2c(c1)OCO2)c1c(F)c(F)c(F)c(F)c1F
  8.2% | 7%
Cc1ccc(OCc2nc(-c3ccccc3)no2)c(C)c1
  1.7% | 0%
COc1ccc(Nc2oc(COc3ccccc3F)nc2C#N)cc1
  -2.8% | -8%
Cc1sc(NC(=O)c2ccco2)c(C(N)=O)c1C
  1.5% | -1%
Cc1cc(C)c(C)c(OCCn2ccnc2)c1
  3.7% | 0%
CCC1OC23CCCCC2C(C#N)(C(=N)O3)C1(C#N)C#N (stereo not drawn)
  1.1% | x
O=C(CCc1ccccc1)N1CCN(c2ccc(F)cc2)CC1
  0.2% | 1%
Cn1c(SCC(=O)N2CCOCC2)nnc1-c1ccc(Cl)cc1Cl
  -1.3% | -1%
COC(=O)/C=c1/sc2nc3ccccc3n2c1=O
  5.0% | -6%
O=C1NC(=O)C(=Cc2ccc(OC(=O)c3ccc(Cl)c(Cl)c3)cc2)C(=O)N1
  -18% | 4%

Some of the entries above in another layout:
canonical_smiles | Hsp70 displacement | Rat MKP-3 inhibitors
CCOC(=O)Cc1csc(NC(=O)CN(C)S(=O)(=O)c2ccc3c(c2)CCC(=O)N3)n1 | 0.5% | -2%
COc1ccccc1CN1C(=O)c2ccncc2C1=O | 6.3% | 7%
CCOC(=O)/C(C(=O)Nc1ccc(Cl)cc1Cl)=C1\NC(C)(C)Cc2ccccc21 | 0.7% | 0%
COc1cc(NC(=O)c2cccc(Br)c2)c(C(=O)O)cc1OC | -2.9% | 6%
O=C(NCc1ccc2c(c1)OCO2)c1c(F)c(F)c(F)c(F)c1F | 8.2% | 7%

Next part.
Values run as follows: Hsp70 displacement | Rat MKP-3 inhibitors
CC1=C(C(=O)OC2CCCC2)C(c2cccc(Br)c2)C2=C(CCCC2=O)N1 (stereo not drawn)
  -3.7% | 0%
CCOC(=O)c1c(N2C(=O)C=CC2=O)sc(C)c1C
  -6.4% | 0%
CCC(Sc1nc2ccccc2s1)C(=O)Nc1nnc(C)s1 (stereo not drawn)
  x | -9%
Cc1ccc(C(C)C)c(OCCNC(=O)c2cccc3ccccc23)c1
  2.5% | 1%
CCOC(=O)CCSCC(=O)Nc1cc(C)on1
  0.3% | 3%
COc1ccc(C2N=C(N)N=C(N)N2c2ccc(C)cc2)cc1 (stereo not drawn)
  8.7% | x
COc1ccc(OC)c(N(CC(=O)NCc2cccnc2)S(C)(=O)=O)c1
  -2.3% | -17%
COc1ccc(C)cc1NC(=O)C(=O)NN=C1CCN(C)CC1
  -2.0% | 1%
COC(=O)c1c(S(=O)(=O)NCc2ccccc2)sc(C(=O)O)c1C
  -0.5% | x
COc1ccc(NC(=O)CCN2CCCCC2)cc1
  -1.7% | -3%
O=C(CN(C1CC1)S(=O)(=O)c1ccc(S(=O)(=O)NC2CCCCC2)cc1)Nc1ccccc1
  -0.6% | -2%
COc1cc(NC(=O)Nc2cccc(C(C)=O)c2)cc(OC)c1OC
  6.5% | -11%
CCOC(=O)c1ccc(-c2ccc(/C=C3/C(=O)NC(=O)N(c4ccccc4)C3=O)o2)cc1
  5.7% | -10%
COc1ccc(C(=O)NCCSCc2ccccc2Cl)cc1
  2.9% | 3%
C=CCn1c(Cc2ccccc2)n[nH]c1=S
  -2.7% | 0%
O=C(NCc1ccco1)c1ccc(Cl)c([N+](=O)[O-])c1
  0.6% | -3%
CC(C)OC(=O)CSc1nc(N)c(C#N)c(-c2cccs2)c1C#N
  -3.3% | -13%
COc1ccccc1N1C(=O)CC(Sc2ncccc2C(=O)O)C1=O (stereo not drawn)
  -0.1% | -3%
CCC(C)(C)NC(=O)C(c1ccc(OC)cc1)N(Cc1ccco1)C(=O)CCC(=O)Nc1cc(C)on1 (stereo not drawn)
  0.1% | x
Cc1cc(C)cc(CSCC(=O)Nc2c(C)n(C)n(-c3ccccc3)c2=O)c1
  -2.2% | 2%
O=C1NC(=S)N(c2ccccc2)C(=O)/C1=C/c1cc(Cl)c(O)c(Cl)c1
  2.6% | 2%
COc1ccc(C2CC(=O)Nc3c2cc(Br)c2ccccc32)cc1OC (stereo not drawn)
  3.0% | 1%
Brc1ccc(OCc2nc(-c3ccccn3)no2)cc1
  -1.5% | -1%
CCN(C(=O)CCc1nc(-c2ccc(OC)cc2)no1)c1cc(OC)ccc1OC
  x | 2%
O=C(CC1(O)C(=O)Nc2ccccc21)c1ccc2c(c1)OCO2 (stereo not drawn)
  -1.4% | -26%
O=C1OC(c2ccc(Br)cc2)=C/C1=C\c1cc([N+](=O)[O-])ccc1Cl
  -7.6% | 3%
CN(C)CCNC(=O)c1ccc(Cl)s1
  6.2% | -11%
COc1ccc(N2Cc3cccc(C(=O)O)c3C2=O)cc1
  16% | x
OCC1CCCN(C(=S)NCCc2ccccc2)C1 (stereo not drawn)
  4.5% | x
CCOC(=O)N1CCN(C(=O)C2CCN(C(=O)c3cc4sccc4n3CC)CC2)CC1
  -2.6% | -5%
CC(C)(C)N=C1NC(=NC(C)(C)C)c2ccccc21
  5.9% | -2%
COC(=O)C1CC(c2c(OC)cc(OC)cc2OC)=NO1 (stereo not drawn)
  1.1% | x
CC1CCc2cc(F)ccc2N1C(=O)CN1C(=O)c2ccccc2C1=O (stereo not drawn)
  4.5% | 0%
CC1(c2ccccc2)CC(O)CC(c2ccccc2)N1 (stereo not drawn)
  3.7% | 1%
CCOC(=O)c1cc2ccc(OC)cc2oc1=O
  -0.5% | x
CCCC(c1nnnn1C1CCCCC1)N1CCN(c2ncccn2)CC1 (stereo not drawn)
  -3.2% | 1%
O=C(NCc1ccccc1)c1cc2cc(Br)cc(Br)c2oc1=O
  -2.2% | 8%
COC(=O)CN1C(=O)/C(=C\c2cccc([N+](=O)[O-])c2)SC1=S
  -2.2% | 1%
O=C(CSc1ccc(Cl)cc1)NC1CCCC1
  x | -6%
COc1ccc(NC(=O)C2CC(=O)N(c3ccc(C)cc3)C2)cc1 (stereo not drawn)
  x | 2%
O=C(O)C1CC(O)CN1C(=S)Nc1ccccc1 (stereo not drawn)
  2.6% | 2%
O=C1C(Cl)=C(NCc2ccccc2)C(=O)N1c1ccccc1
  -1.3% | 1%
O=C(Cc1ccccc1)Nc1ccc(Cc2ccncc2)cc1
  2.9% | -10%
CCCn1c(C)cc(/C=C(\C#N)C(=O)OCC(=O)NC(=O)NCC)c1C
  4.1% | x
COc1cccc(N2CCN(C(=O)c3cccnc3)CC2)c1
  1.5% | 0%
COCc1cc(C)nc(N/N=C/c2c[nH]c3ccccc23)c1C#N
  -0.1% | 0%
O=C(Nc1c[nH]c(=O)[nH]c1=O)c1cccc(Br)c1
  2.6% | 0%
CCOc1ccccc1N1CC(C(=O)N2CCc3ccccc3C2)CC1=O (stereo not drawn)
  4.9% | x
O=C(C1CCCN(S(=O)(=O)c2ccccc2)C1)N1CCCc2ccccc21 (stereo not drawn)
  9.3% | -8%
O=C1c2[nH]nc(-c3ccccc3O)c2C(c2ccccc2)N1Cc1ccco1 (stereo not drawn)
  -5.1% | -2%
CCOc1ccc(NC(=O)c2c(NC(=O)c3ccc([N+](=O)[O-])cc3)sc3c2CCCC3)cc1
  -0.6% | 0%
COc1ccc2c(c1)c(=O)cc(-c1ccccc1)n2C
  -0.2% | x
O=C(NCc1cccs1)c1nn2c(C(F)(F)F)cc(-c3ccco3)nc2c1Cl
  -1.8% | 0%
CN1C(=O)/C(=C\c2ccccc2OCCOCCOc2ccccc2)SC1=S
  5.2% | -1%
Cc1ccc2c(c1)N(CC(=O)N1CCN(c3nc4ccccc4s3)CC1)C(=O)C(C)O2 (stereo not drawn)
  0.8% | -5%
CC(=O)c1ccc(NC(=O)c2cc3ccccc3o2)cc1
  2.0% | -1%
CCCCOC(=O)c1ccc(NC(=O)c2oc3ccc(C)cc3c2C)cc1
  -7.2% | 5%
CCOc1ccc(NC(=O)CN2CCN(CC(=O)Nc3ccc4c(c3)OCO4)CC2)cc1
  -0.5% | -3%
CC(C)NC(=O)c1ccc2c(=O)n(C3CCCC3)c(=S)[nH]c2c1
  5.7% | 3%
CCCOC(=O)Nc1ccc(C(N)=O)cc1
  0.5% | 0%

(further entries)
Values run as follows: Hsp70 displacement | Rat MKP-3 inhibitors
CCOC(=O)c1[nH]c2ccc(Cl)cc2c1NC(=O)c1nonc1C
  3.1% | x
NC(=O)NC(c1ccccc1)c1ccccc1I (stereo not drawn)
  1.1% | 0%
O=C(CSCCO)Nc1cccc(C(F)(F)F)c1
  2.3% | -7%
COc1ccc(COCC(O)CN2CCOCC2)cc1OC (stereo not drawn)
  -0.8% | -1%
Cc1ccc(-c2nnn(CC(=O)Nc3ccc(S(=O)(=O)N4CCC(C)CC4)cc3)n2)cc1
  -0.2% | -10%
COc1ccc(C2C(C#N)=C(N)Oc3n[nH]c(C)c32)cc1CN1CCN(c2ccc(F)cc2)CC1 (stereo not drawn)
  x | -4%
Cc1cc(C)nc(SCN2C(=O)c3ccccc3C2=O)n1
  0.6% | -1%
Cc1noc(C)c1S(=O)(=O)N(CC(=O)O)c1ccc2c(c1)OCO2
  12% | 4%
COc1ccc(NCc2nnc(SCC(=O)N3CCCc4ccccc43)n2C)cc1
  4.2% | 2%
C[C@H](NC(=O)CCc1ccccc1)c1ccccc1
  4.0% | 1%
CCOC(=O)CNC(=O)CSc1ncnc2c1nnn2-c1ccc(F)cc1
  1.9% | -4%
O=C(CCSCCC(=O)NCCN1CCOCC1)NCCN1CCOCC1
  -0.2% | 0%
CN(C)S(=O)(=O)N1CCc2ccccc2C1
  1.6% | -2%
CCOC(=O)c1ccc(NC(=O)Cn2nnc3ccccc32)cc1
  -1.9% | 5%
Cc1ccc(C(=O)Nc2cccc3nsnc23)cc1
  4.3% | -4%
COc1ccc(-c2[nH]ncc2Oc2ccccc2OC)c(O)c1
  3.1% | -17%
COc1ccc(-n2cnc3cc(NCc4ccco4)ccc32)cc1
  -1.7% | x
O=C(/C=C/Nc1ccc(F)c(Cl)c1)c1ccc(Br)cc1
  0.9% | 0%
CC(=O)N1CCc2cc(S(=O)(=O)Nc3cccc(C(F)(F)F)c3)ccc21
  x | -12%
O=C(Nc1nc2ccccc2n1CCN1CCCCC1)C1CCCCC1
  1.9% | x
O=C(Cn1ncc2c(=O)oc3ccccc3c21)N1CCC(N2CCCCC2)CC1
  -4.8% | 2%
CCc1ccc2nc(NC3=NCN(CCN4CCOCC4)CN3)nc(C)c2c1
  -1.8% | 1%
Cc1ccc(N(CC(O)CN2CCCCC2)S(=O)(=O)c2ccc([N+](=O)[O-])cc2)cc1 (stereo not drawn)
  -7.4% | 3%
Cc1sc(NC(=O)CN2CCN(c3ccccn3)CC2)c(C#N)c1C
  1.4% | -11%
CCOc1ccc(N2C(=O)S/C(=C\C=C\c3ccccc3)C2=O)cc1
  -3.7% | 2%
COc1ccccc1Oc1ccc2c(c1)C(=O)N(c1cccc(O)c1)C2=O
  -2.4% | -12%
N#CCCSc1nc(N2CCOCC2)c2c(c1C#N)CCCC2
  -3.1% | -3%

Full records as entered above. Values in the order: Hsp70 displacement | Rat MKP-3 inhibitors
Listed for O=C(/C=C/Nc1ccc(F)c(Cl)c1)c1ccc(Br)cc1 = 0.9% | 0%
Listed for COc1ccc(-c2[nH]ncc2Oc2ccccc2OC)c(O)c1 = 3.1% | -17%
Listed for N#CCCSc1nc(N2CCOCC2)c2c(c1C#N)CCCC2 = -3.1% | -3%
Listed for CCOc1ccc(N2C(=O)S/C(=C\C=C\c3ccccc3)C2=O)cc1 = -3.7% | 2%
Listed for COc1ccccc1Oc1ccc2c(c1)C(=O)N(c1cccc(O)c1)C2=O = -2.4% | -12%

These rows are one share of the data; count on the stated rates, not on these rows.
